# GRIN3A LBD mod = modulates the human NR3A ligand-binding domain. NR3A LBD differential scanning fluorimetry, Tm shift; 0% = protein alone, 100% = glycine-bound protein. Tm shift relative to glycine control, % at 25 µM. 2.5% of 340,000 active;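 active means melting temperature shift of at least 10% of the positive control shift, at one fixed dose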
# ATG4B inh = inhibitors of human ATG4B cysteine protease; Q9Y4P1; ATG4B cleavage of LC3-PLA2, NBD-HPC fluorescence, 1 h; inhibition, % at 8.33 µM; 0.51% of 340,000 active; AID 504462; in the data active means inhibition above about 40%
# PfG6PD inh = PfG6PD (Plasmodium falciparum) enzyme inhibition; inhibition, % at 20 µM; 0.78% of 350,000 active; PfGluPho enzyme, NADPH resazurin-diaphorase fluorescence; AID 504690;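 active means inhibition reaching at least a set limit at 20 µM in the primary screen, cut at about 59% in these data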;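 further: 0% = DMSO wells with substrate and 100% = DMSO wells lacking glucose-6-phosphate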
# SENP8 inh = blocks human SENP8 cleavage of Nedd8 substrate. Q96LD8. recombinant SENP8, Nedd8 substrate fluorescence. inhibition, % at 20 µM. 0.64% of 360,000 active; in the data active means inhibition mostly above about 40%, no sharp cut-off; inactive means mostly below about 27%
# MPTP block = blocks calcium-induced mitochondrial swelling | isolated mouse mitochondria, Ca2+ swelling absorbance, 30 min | 1.4% of 360,000 active | inhibition, % at 10 µM | AID 602449;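 active means inhibition of 50% or more, scaled per plate between neutral and stimulator controls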;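 further: 0% = DMSO wells given calcium and 100% = 1 mM EGTA wells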
# SENP1 FRET inh = SENP1 (human) catalytic domain inhibition | recombinant SENP1 catalytic domain, CyPet-SUMO1-YPet FRET cleavage | Q9P0U3 | inhibition, % at 10 µM | 0.21% of 360,000 active;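 active means inhibition at least 30% at 10 µM, raw YFP signal under a set limit, fluorescence ratio 0.5 to 1.5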;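 further: 0% = enzyme with DMSO and 100% = no enzyme wells; some results filed as inactive read as strong as hits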
#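 Test system: human SENP1 catalytic domain; medium: Tris pH 8 buffer plus EDTA, NaCl, BME, BSA, NP40, catalase; incubation: 50 min reaction at room temperature; technique: FRET, CFP and YFP emission; controls: no-enzyme low control and enzyme-plus-DMSO high control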
# SENP6 block = blocks the human protease SENP6; inhibition, % at 10 µM; Q9GZR1; 1.8% of 330,000 active; AID 2599; Recombinant SENP6 catalytic domain, aminoluciferin luminescence;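 active means inhibition above about 50% at the single tested dose, limit read from the data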;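 further: plate controls were DMSO wells with enzyme for no effect and DMSO wells lacking enzyme for full effect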
# Target sequence (Q9GZR1 628-1112 limits assumed): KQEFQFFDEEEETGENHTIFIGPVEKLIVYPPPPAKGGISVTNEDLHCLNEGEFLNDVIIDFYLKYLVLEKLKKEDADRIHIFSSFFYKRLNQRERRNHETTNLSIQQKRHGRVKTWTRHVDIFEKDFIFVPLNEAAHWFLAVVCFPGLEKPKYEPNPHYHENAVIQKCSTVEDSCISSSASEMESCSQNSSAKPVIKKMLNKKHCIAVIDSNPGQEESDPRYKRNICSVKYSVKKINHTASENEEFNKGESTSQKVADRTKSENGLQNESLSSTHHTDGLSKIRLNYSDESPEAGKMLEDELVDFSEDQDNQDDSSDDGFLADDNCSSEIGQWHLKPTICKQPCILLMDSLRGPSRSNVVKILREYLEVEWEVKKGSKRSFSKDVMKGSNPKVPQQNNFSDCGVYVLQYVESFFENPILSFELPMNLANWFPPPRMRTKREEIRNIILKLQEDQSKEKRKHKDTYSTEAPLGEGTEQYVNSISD
# hIAP act = human IAP activation. P09923. purified human IAP, CDP-Star luminescence, 30 min; hits give high values; 1 = vehicle-only enzyme, 0 = enzyme-free background. activation factor at 10 µM. 0.16% of 330,000 active. AID 2524;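 active means activation factor of the enzyme at least 2-fold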; further: the source names both 10 and 20 µM as test concentration; values of inactives mirror those of a sister screen read the other way
# Target sequence (P09923 whole entry, looked up): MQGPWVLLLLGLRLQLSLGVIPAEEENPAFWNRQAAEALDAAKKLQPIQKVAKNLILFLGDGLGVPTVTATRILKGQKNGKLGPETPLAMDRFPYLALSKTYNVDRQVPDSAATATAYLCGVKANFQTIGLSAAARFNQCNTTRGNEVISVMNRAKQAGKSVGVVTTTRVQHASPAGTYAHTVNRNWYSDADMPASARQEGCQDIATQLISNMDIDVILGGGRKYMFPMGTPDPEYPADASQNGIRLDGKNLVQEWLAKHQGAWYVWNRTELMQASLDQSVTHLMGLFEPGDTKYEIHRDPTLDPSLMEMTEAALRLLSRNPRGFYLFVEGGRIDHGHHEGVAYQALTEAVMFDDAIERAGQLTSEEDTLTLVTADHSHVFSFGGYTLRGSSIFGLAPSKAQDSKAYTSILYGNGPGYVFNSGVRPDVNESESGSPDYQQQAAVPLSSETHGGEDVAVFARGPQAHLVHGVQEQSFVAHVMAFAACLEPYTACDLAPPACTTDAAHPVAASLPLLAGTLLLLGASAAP
# Active calls of the source: *; · = not tested or not shown.
# Results follow in this order: GRIN3A LBD mod	ATG4B inh	PfG6PD inh	SENP8 inh	MPTP block	SENP1 FRET inh	SENP6 block	hIAP act
1) CC(NC(=O)c1cc(COc2ccccc2)on1)c1nccs1 (configuration not stated)
→ -1	-1	-17	-1	-2.8	-1	32	0.83
2) COc1cccc(-c2nnc(NC(=O)c3ccc(S(=O)(=O)N(CC(C)C)CC(C)C)cc3)o2)c1
→ -6	-5	-58	21	-37	1	-6	1.4
3) c1ccc(Cc2nnc(Sc3ccccc3)c3ccccc23)cc1
→ 1	8	4	22	-2.5	1	-4	0.98
4) Cc1ccc(-n2c(COc3c(C)cccc3C)nnc2SCC(=O)Nc2nccs2)cc1
→ 2	-4	6	8	-1.8	0	-14	0.83
5) N#Cc1ccc(-c2ccccc2)nc1Sc1ccc(F)cc1
→ 5	-6	-3	-142	2.1	1	-9	1
6) COc1ccccc1OCCOc1ccccc1/C=N/n1cnnc1
→ 1	-8	8	12	-1.2	-1	-12	1.2
7) CC(=O)CC(C)(C)S(=O)(=O)c1ccc(NC(C)=O)cc1
→ 1	-2	-1	4	-0.2	-3	-3	0.95
8) O=C(COC(=O)CCSc1ccc(Cl)cc1)NCc1ccccc1
→ -1	1	11	13	-0.8	-2	-14	0.72
9) Cc1ccc(C)c(C(=O)c2ccccc2NC(=O)c2ccccn2)c1
→ 0	1	4	14	0.1	-1	-16	1.3
10) COc1cc(/C=C2\C(=O)N(CCC#N)N=C2C)ccc1OCC(=O)Nc1ccccc1
→ -20	-1	17	12	0.3	4	-7	0.91
11) Fc1ccc2nc(-c3ccccc3)nc(SCc3nnc(-c4ccccc4)o3)c2c1
→ 0	-3	2	6	-0.7	-94	5	0.85
12) O=C(Cc1ccccc1)NNC(=O)c1ccc(Br)o1
→ 0	-3	-4	8	0.4	3	-3	1.1
13) CCN(CC)C(=O)C1=C(C)N(CCCOC)C(=O)C(CC(=O)NC2CCCCC2)C1 (configuration not stated)
→ ·	·	-9	17	0.3	2	·	·
14) Cn1c(=O)c(C(=O)NNC(=O)c2ccccc2F)c(O)c2ccccc21
→ -3	3	-35	8	1.1	0	-12	1.5
15) O=C1CCc2cc(NS(=O)(=O)c3ccc([N+](=O)[O-])cc3)cc3c2N1CC3
→ 0	4	-19	22	-0.7	3	-24	0.97
16) CCc1cc(=O)oc2cc(OCC(=O)N3CC[C@@]4(O)CCCC[C@H]4C3)ccc12
→ 0	-21	7	-95	2.0	0	-13	0.91
17) CC(=O)c1ccc(S(=O)(=O)NCCc2csc(-c3cccnc3)n2)cc1
→ -1	-1	-5	2	-1.9	-2	5	0.92
18) CCN(CC(=O)Nc1ccc(NC(C)=O)cc1)C(=O)C1CC1
→ ·	·	-23	19	-0.1	2	·	·
19) Cc1ccccc1C(=O)NC1CCSC1=O (configuration not stated)
→ 1	4	-15	19	0.2	1	-1	1.1
20) Cc1c(C(=O)NCc2cccnc2)oc2ccccc12
→ -1	-10	-3	4	0.0	-1	-12	0.97
21) O=C(Oc1cc(Cl)ccc1Cl)c1ccc(N2CCOCC2)c([N+](=O)[O-])c1
→ 3	-9	17	15	0.4	3	4	0.93
22) O=C(c1ccoc1)N1CCC2(CCCN(Cc3ccc(F)c(F)c3)C2)C1 (configuration not stated)
→ 3	12	-12	8	-0.3	0	12	0.86
23) O=C(Nc1nc(-c2ccccc2)cs1)c1ccc2c(=O)n3c(nc2c1)CCCCC3
→ -6	-4	5	-42	12	-1	-14	1.1
24) Cc1cc(C)n(-c2ccc(C(=O)Nc3ccc4c(c3)OCCO4)cc2)n1
→ 0	-8	15	16	-0.3	-1	15	1.1
25) N/C(=N\OC(=O)c1ccc(Br)cc1)c1cccc([N+](=O)[O-])c1
→ 7	-1	28	8	1.5	8	22	1
26) Cc1ccc(/C=N/NC(=O)Cn2cnc3ccccc32)cc1
→ -1	-13	12	0	1.0	2	-26	1.3
27) CN(C)c1cc(Nc2cccc(O)c2)c([N+](=O)[O-])c2nonc12
→ 0	7	-1	45*	2.5	-17	-2	0.96
28) CC1CC(C)C(=O)C(C(CC2CC(=O)NC(=O)C2)OC(=O)CC(=O)c2ccccc2)C1 (configuration not stated)
→ -2	-8	6	0	-0.9	-1	·	·
29) Cc1ccccc1CN1CCC(Oc2ccc(C(=O)N3CCCC3)cc2)CC1
→ 0	36	-10	3	-1.1	-6	11	0.99
30) CN(C)C(=O)CCc1ccc2c3c([nH]c2c1)[C@]1(CCC2CCCC2)[C@@H](C(=O)N2CCOCC2)C[C@H](CC(=O)NCc2ccco2)C(=O)N1CC3
→ -1	-7	14	-6	0.7	1	·	·
31) O=C(NCCN1C(=O)S/C(=C/c2cccnc2)C1=O)C1CC(=O)N(Cc2ccccc2)C1 (configuration not stated)
→ 1	0	-7	4	0.1	-1	-16	1.3
32) O=C(CNS(=O)(=O)c1ccc(Br)s1)N1CCN(C(=O)c2ccco2)CC1
→ 0	-5	-12	8	-0.8	1	-29	1.1
33) CCCOC(=O)c1ccc(OCC(O)CN2C(=O)NC(C)(C)C2=O)cc1 (configuration not stated)
→ 1	7	-12	7	0.1	1	-5	1
34) CCCCn1c(N)c(N(CCC(C)C)C(=O)C2CC(=O)N(c3ccccc3OCC)C2)c(=O)[nH]c1=O (configuration not stated)
→ -1	1	-7	7	-0.3	-1	5	1.2
35) COc1cccc(OC)c1C(=O)OCC(=O)NCC(C)C
→ -1	2	-17	13	-0.5	0	-5	1.1
36) CN(C)CCCN(C(=O)c1cc2ccccc2oc1=O)c1nc2ccc(F)cc2s1
→ 0	0	1	18	-0.4	2	2	0.93
37) O=C(O)c1c(Cl)nc2ccccn12
→ 1	1	13	9	1.4	0	3	0.98
38) Cc1cc(C)n2nc(C(=O)N3CCCC(Nc4ccc(F)c(F)c4)C3)cc2n1 (configuration not stated)
→ 2	-5	-2	-8	-1.5	0	5	1
39) N#CCCN(C(=O)COC(=O)COc1ccccc1Cc1ccccc1)c1ccccc1
→ 3	-9	12	5	-0.2	2	-8	0.94
40) Cc1oc(-c2cccc(Cl)c2)nc1CN1CCC(C(=O)NCCCN2CCCC2=O)CC1
→ -1	-9	5	14	3.4	0	-10	1
41) CCOC(=O)C(CC)n1nc(C)n2c(cc3occc32)c1=O (configuration not stated)
→ -2	-10	0	-2	0.6	-3	-11	1.2
42) CCCCCCc1ccc(-c2ncc(N)cn2)cc1
→ 11*	12	8	-54	6.6	-1	19	0.8
43) COc1cc(S(=O)(=O)n2cnc(C)c2)ccc1Br
→ -2	0	3	3	-0.1	-1	-15	0.9
44) CCOC(=O)C1(Cc2ccccc2C)CCCN(C(=O)CCc2cccnc2)C1 (configuration not stated)
→ -1	-4	-6	9	-0.9	-4	-41	0.98
45) CC1CCc2ccccc2N1C(=N)N(C)C (configuration not stated)
→ -1	0	-6	9	7.0	1	-18	1.3
46) Cc1ccc(NC(=O)COC(=O)c2cccnc2)cc1
→ -1	6	-1	5	-1.4	0	5	1.1
47) C=CCc1ccccc1OCCNCc1ccccc1
→ 1	3	9	20	-0.6	2	-34	1.2
48) O=C(CCc1c[nH]c2ccccc12)NCCc1ccc2c(c1)OCCO2
→ 1	0	7	-5	-2.1	-3	3	1
49) COc1ccc(S(=O)(=O)N2CCOCC2)cc1NC(=O)CSc1nnnn1C1CC1
→ 1	-3	-11	3	-0.2	0	-2	0.9
50) COc1cccc(/C=N/n2c(-c3cc(C)[nH]n3)n[nH]c2=S)c1
→ 0	-12	27	-4	-4.8	2	-1	1.1
51) CCSc1nc2c(c(=O)[nH]c(=O)n2C)n1CC(O)COc1ccccc1C (configuration not stated)
→ 2	-6	34	3	3.2	-1	-9	0.9
52) CC1CN(c2nc(-c3ccccc3)nc3ccccc23)CC(C)O1 (configuration not stated)
→ -11	-14	13	-82	1.8	-1	-22	0.93
53) CCN(Cc1ccc(Cl)s1)C(=O)c1cccc(OCc2c(C)noc2C)c1
→ -1	-5	18	4	-1.3	-1	0	0.95
54) C[C@@H]1CN([C@H](C)CO)C(=O)CCCn2nncc2CO[C@H]1CN(C)C(=O)NC1CCCCC1
→ ·	·	-18	7	-1.0	0	·	·
55) O=C(COc1ccccc1)NCC(=O)N1CCCC1
→ 1	7	3	12	0.8	1	3	0.95
56) CC(=O)c1c(C)oc2ccc(N(C(C)=O)S(=O)(=O)c3cccc([N+](=O)[O-])c3)cc12
→ -1	-12	6	12	3.1	3	-9	1.1
57) COc1ccc(Cl)cc1NC(=O)CSc1nnc(Cc2ccc(C)cc2)c(=O)[nH]1
→ -6	4	-23	15	63*	3	-3	1.2
58) CCOC(=O)C1CCN(c2c(C(=O)c3ccccc3)cnc3ccc(CC)cc23)CC1
→ 2	3	17	7	-0.1	-1	-14	0.87
59) Cc1cnccc1CNC(=O)CC1C(=O)NCCN1CC(C)(C)C (configuration not stated)
→ -2	6	7	-17	1.0	-4	-3	1.1
60) CCCn1nnnc1NCc1ccccc1OCc1ccc(F)cc1
→ -9	7	-6	9	1.3	5	-10	1

# Results in ATG4B inh, for some of the entries so far:
cpd	compound	ATG4B inh
47	C=CCc1ccccc1OCCNCc1ccccc1	3
48	O=C(CCc1c[nH]c2ccccc12)NCCc1ccc2c(c1)OCCO2	0

# Laid out differently: results already given.
4: Cc1ccc(-n2c(COc3c(C)cccc3C)nnc2SCC(=O)Nc2nccs2)cc1
5: N#Cc1ccc(-c2ccccc2)nc1Sc1ccc(F)cc1
6: COc1ccccc1OCCOc1ccccc1/C=N/n1cnnc1
7: CC(=O)CC(C)(C)S(=O)(=O)c1ccc(NC(C)=O)cc1
8: O=C(COC(=O)CCSc1ccc(Cl)cc1)NCc1ccccc1
9: Cc1ccc(C)c(C(=O)c2ccccc2NC(=O)c2ccccn2)c1
10: COc1cc(/C=C2\C(=O)N(CCC#N)N=C2C)ccc1OCC(=O)Nc1ccccc1
11: Fc1ccc2nc(-c3ccccc3)nc(SCc3nnc(-c4ccccc4)o3)c2c1
Screen / compound no. | 4 | 5 | 6 | 7 | 8 | 9 | 10 | 11
GRIN3A LBD mod | 2 | 5 | 1 | 1 | -1 | 0 | -20 | 0
ATG4B inh | -4 | -6 | -8 | -2 | 1 | 1 | -1 | -3
PfG6PD inh | 6 | -3 | 8 | -1 | 11 | 4 | 17 | 2
SENP8 inh | 8 | -142 | 12 | 4 | 13 | 14 | 12 | 6
MPTP block | -1.8 | 2.1 | -1.2 | -0.2 | -0.8 | 0.1 | 0.3 | -0.7
SENP1 FRET inh | 0 | 1 | -1 | -3 | -2 | -1 | 4 | -94
SENP6 block | -14 | -9 | -12 | -3 | -14 | -16 | -7 | 5
hIAP act | 0.83 | 1 | 1.2 | 0.95 | 0.72 | 1.3 | 0.91 | 0.85

12: O=C(Cc1ccccc1)NNC(=O)c1ccc(Br)o1
13: CCN(CC)C(=O)C1=C(C)N(CCCOC)C(=O)C(CC(=O)NC2CCCCC2)C1 (configuration not stated)
14: Cn1c(=O)c(C(=O)NNC(=O)c2ccccc2F)c(O)c2ccccc21
15: O=C1CCc2cc(NS(=O)(=O)c3ccc([N+](=O)[O-])cc3)cc3c2N1CC3
16: CCc1cc(=O)oc2cc(OCC(=O)N3CC[C@@]4(O)CCCC[C@H]4C3)ccc12
Screen / compound no. | 12 | 13 | 14 | 15 | 16
GRIN3A LBD mod | 0 | · | -3 | 0 | 0
ATG4B inh | -3 | · | 3 | 4 | -21
PfG6PD inh | -4 | -9 | -35 | -19 | 7
SENP8 inh | 8 | 17 | 8 | 22 | -95
MPTP block | 0.4 | 0.3 | 1.1 | -0.7 | 2.0
SENP1 FRET inh | 3 | 2 | 0 | 3 | 0
SENP6 block | -3 | · | -12 | -24 | -13
hIAP act | 1.1 | · | 1.5 | 0.97 | 0.91

# Screening results as filed in PubChem BioAssay.
